ER stress rescue – protection against thapsigargin-triggered cell killing – 384-well, CSM14.1, ATP luminescence, primary screen (AID 1222); cellular ATP content (survival), % at 20 µM, or EC50 in µM where a hit was titrated; CSM14.1 thapsigargin-induced death rescue, ATP luminescence; higher % means a stronger effect; 190,000 tested, under 10 active;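 active = EC50 below 50 µM in the dose-response confirmation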;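 note: death triggered by thapsigargin at about 15 µM added after 2 h compound pretreatment; cell ATP read after overnight thapsigargin exposure of roughly 18 to 22 hours; normalized against plate controls of thapsigargin alone and 5% DMSO vehicle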
Salmonella PhoP GFP – PhoP-dependent GFP reporter repression – Salmonella Typhimurium, primary screen (AID 1863) | S. Typhimurium PhoP-regulated promoter GFP reporter, 4 h; higher % means a stronger effect | one-dose inhibition, % at 50 µM; IC50 in µM for titrated hits | 0.16% of 300,000 active;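 active = inhibition over 29.93%, a cutoff 3 SD above the screen mean, later confirmed by dose response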;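 note: 0% = low Mg2+ inducing control and 100% = high Mg2+ repressing control; strong numbers were not always called active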
MT stabilize HCS – microtubule stabilization, imaging screen; AID 2205; HeLa tubulin immunostaining HCS, 24 h; share of cells brighter than vehicle mean+2SD; 0.83% of 200,000 active; % tubulin-high responders, % at 10 µM;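 active = plate Z-score above 3 for both tubulin-high and condensed-nucleus cell shares, with cell loss under 80%, at 10 µM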;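 note: anti alpha tubulin signal scored within the nucleus-defined area of each cell; some results filed as inactive read as strong as hits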
Lipid droplet – modulators of hepatic lipid droplet formation; 0.4% of 240,000 active; AML12 mouse hepatocytes, oleate lipid droplets, BODIPY imaging; inhibition, % at 6.5 µM; AID 1656;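 active = lipid droplet intensity inhibited by at least 50%, with more than 500 cells counted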
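Material: mouse AML12 hepatocyte cell line, fixed after treatment; Timing: compound with oleate, overnight; Technique: high-content imaging of BODIPY-stained droplets and DAPI nuclei; Probe or stimulus: oleate, 100 µM final; Dosing: compound at 6.5 µM only.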
Insulin prom up – MIN6 insulin promoter up-regulation; 0.3% of 190,000 active; MIN6 insulin promoter-GFP reporter, high-content imaging; active compounds read high; z-score at 5 µM;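 active = z-score above 3 at 5 µM with at least 500 cells counted in the well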
Autophagy HCS – autophagy modulation, high-content screen; MEF GFP-LC3 puncta imaging; test concentration mostly 10 µM; calls only at 10 µM (by protocol); 0.98% of 190,000 active;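 active = percentage of spot-positive cells more than 3 SD above its plate mean, without a fluorescence outlier flag or 80% toxicity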;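 note: spot-positive cell cutoff set from DMSO-treated cells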
bCat nuc transl – modulators of beta-catenin nuclear translocation. HeLa beta-catenin nuclear translocation, immunofluorescence imaging. 0.3% of 190,000 active. nuclear translocation activity, % at 5 µM;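 active = nuclear translocation activity above 50% at 5 µM, with a well cell count of 50 or more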;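 note: per-cell ratio of nuclear to cytoplasmic median beta-catenin stain intensity; plate controls were DMSO negative control for no effect and GSK-3 inhibitor IX positive control for full effect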
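Read-out: Nuclear/cytoplasmic beta-catenin signal ratio, % activation | Assay system: Human HeLa cell line | Times: 24 h compound exposure at 37°C, 5% CO2 | Signal: Fluorescence imaging of beta-catenin antibody stain plus DAPI | Dosing: 5 µM primary, 0.02–20 µM confirmation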
T cell modulator – T cell immune modulators affecting CD8 T cell-vesicle binding | 2C CD8+ T cell-vesicle binding, flow cytometry; active compounds read low | calls only at 7 µM | 0.068% of 330,000 active;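 active = response, share of CD8 T cells binding vesicles, and their 90th percentile fluorescence all below set limits, cut at about 80% in these data, passing the limit was not always enough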
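incubation = binding step 1.5 h, 37 °C, antibody labelling 20 min, ice | test system = 2C mouse CD8+ T cells | read-out basis = percent CD8+ FL2 mean versus row control | controls = Peptide-free naked vesicles (low) and QL9 vesicles with 0.7% DMSO vehicle (high) | detection = flow cytometry of vesicle-bound cells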
Dynein transport – dynein cargo transport inhibition | 0.47% of 220,000 active | z-score, hits read low | 3617.4 mouse cells, GR-EGFP nuclear translocation imaging; test concentration mostly 20 µM; stimulated with dexamethasone, 1 µM; active compounds read low;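 active = plate z-score of nuclear minus cytoplasmic receptor signal below a set negative limit, without overly bright fluorescence or cell loss, cut at about -3.5 in these data, passing the limit was not always enough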;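 note: z-score of nuclear minus cytoplasmic ring GR-EGFP intensity difference per well; some compounds called inactive have numbers as strong as hits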
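Also added: dexamethasone, 1.0 µM final. Medium: tet-free, stripped-serum medium. Detection: fixed, Hoechst-stained cells imaged at 10x for EGFP. Read-out: nuclear-to-cytoplasmic GR-EGFP distribution per well. Times: induction 48 h, compound 1 h, agonist 30 min.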
Dynein transport cytoplasmic EGFP – also measured in Dynein transport; calls as there; z-score; measured here: cytoplasmic GR-EGFP intensity; active compounds read high
Dynein transport nuclear GR-EGFP – further read-out of Dynein transport, marked with its call; z-score; measured here: nuclear GR-EGFP intensity;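 lower value marks the stronger effect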
Dynein transport cell count – second read-out of Dynein transport, no call of its own (marks repeat the call); z-score; measured here: cell count per field
Insulin prom up cell count – recorded beside Insulin prom up, whose call it bears; cell count; measured here: cytotoxicity, nuclei count;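 total cells summed across four imaged fields per well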
Lipid droplet cells 6.5 µM – also measured in Lipid droplet; calls as there; cell count; measured here: cell count, cytotoxicity flag;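 cells counted across two imaged fields per well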
bCat nuc transl cell count 5 µM – recorded beside bCat nuc transl, whose call it bears; cell count; measured here: cell count, cytotoxicity flag
T cell modulator vesicle-bound % – further read-out of T cell modulator, marked with its call; double positive events, %; measured here: CD8+ vesicle-bound cell fraction;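 binding gate set so that unloaded-vesicle control wells show 10% double positive cells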
MT stabilize HCS Hoechst-high % – further read-out of MT stabilize HCS, marked with its call; % Hoechst-high responders; measured here: nuclear condensation Hoechst responders;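 share of cells brighter than vehicle mean plus two SD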
MT stabilize HCS cytotoxicity % – further read-out of MT stabilize HCS, marked with its call; toxicity, %; measured here: cytotoxicity by cell density;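 0% = mean cell density of plate MIN control wells and 100% = no cells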
Autophagy HCS cell loss 18 h – second read-out of Autophagy HCS, no call of its own (marks repeat the call); toxicity, %; measured here: cell loss, nuclei count;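 cell loss after 18 h compound exposure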
* = called active by the depositor; i = inactive; . = not tested or not shown. Not a hit list. About 3% of those tested had a hit in this group.

SMILES	ER stress rescue	Salmonella PhoP GFP	MT stabilize HCS	MT stabilize HCS Hoechst-high %	MT stabilize HCS cytotoxicity %	Lipid droplet	Lipid droplet cells 6.5 µM	Insulin prom up	Insulin prom up cell count	Autophagy HCS	Autophagy HCS cell loss 18 h	bCat nuc transl	bCat nuc transl cell count 5 µM	T cell modulator	T cell modulator vesicle-bound %	Dynein transport	Dynein transport cytoplasmic EGFP	Dynein transport nuclear GR-EGFP	Dynein transport cell count
C=C(C)COc1ccc(-c2ncncc2Oc2ccc(OC)cc2)c(O)c1	-1.0%	-2%	3.1	0.9	0.1	-2	763	0.73	1209	i	-15	0.9	954	i	56	1.4	-0.16	1.1	-0.57
COc1ccc(NS(=O)(=O)c2cccc(Cl)c2Cl)cc1S(=O)(=O)N1CCCCC1	4.5%	17%	6.1	0.7	9.3	-34	669	-0.83	1454	i	13	-0.8	1126	i	51	0.75	-0.1	0.61	-1.1
Nc1ccccc1C(=O)NNC1=C(C(=O)C(F)(F)F)CCC1	.	0%	.	.	.	2	726	-2.2	925	.	.	-1.1	1276	i	19	-0.27	-0.27	-0.54	0.72
COCCCNc1nc2ccccc2nc1NS(=O)(=O)c1ccc(C)cc1C	.	5%	.	.	.	-11	695	0.14	1120	.	.	1.3	1345	i	50	-0.9	-0.18	-0.53	0.16
Cc1ccc(OCC(=O)NCC(=O)n2nc(C)cc2C)cc1	-2.8%	-4%	5.7	3.8	6.5	.	.	.	.	i	-8	.	.	i	35	-0.31	-0.12	0.2	-0.095
Cc1ccc(-c2nnc(-c3ccc(Br)cc3)o2)o1	-2.8%	1%	1.1	1.3	7.0	2	662	-0.14	1720	i	11	-0.9	1056	i	43	-0.73	-0.22	-0.16	-0.092
C/C(CC(=O)Nc1cc(Cl)ccc1Cl)=N\NC(=O)c1ccccc1Br	.	5%	2.8	1.3	8.4	-2	587	0.2	1341	i	-16	-2.0	1087	i	34	1.1	-0.22	0.45	-0.012
CCCC1=C/C(=C/c2ccc(-c3ccccc3OC)o2)C(=O)O1	-0.8%	-7%	4.6	3.4	2.7	2	736	0.11	1172	i	22	-0.9	608	i	32	-0.82	0.18	0.37	0.65
COc1cccc(C(=O)NC(=S)Nc2nnn(C)n2)c1	0.8%	-8%	5.8	2.5	5.3	4	632	-0.12	1308	i	8	0.5	900	i	58	-0.68	-0.29	-0.46	0.53
O=C(CSc1nc2c(sc3ccccc32)c(=O)n1CCCN1CCCC1)NCC1CCCO1 (stereo unspecified)	-1.2%	3%	1.0	1.1	7.0	2	781	.	.	i	27	.	.	i	17	-1.8	-0.26	-0.67	1
COc1ccccc1C1OC2=C(Nc3ccc([N+](=O)[O-])cc3N2)C1=O (stereo unspecified)	.	10%	.	.	.	3	399	-0.23	1357	.	.	-4.2	1221	i	35	-0.93	-0.24	-0.62	0.38
O=C(Cc1cn2ccsc2n1)NCCc1ccc(F)cc1	2.8%	-1%	3.7	1.8	4.1	.	.	-0.11	1216	i	-2	-6.6	988	i	18	-0.18	-0.22	0.46	0.33
CC(=O)N1C(=O)/C(=C2\SC(=S)N(NC(=O)c3ccc(O)cc3)C2=O)c2ccccc21	-1.0%	-8%	2.6	3.0	3.4	.	.	-0.99	1254	i	9	-1.7	1059	i	58	0.47	-0.17	0.35	-0.048
CC(C)NC(=O)C(OC(=O)c1ccccc1)C(OC(=O)c1ccccc1)C(=O)O (stereo unspecified)	0.1%	3%	1.1	1.1	6.3	.	.	-0.66	1539	i	-3	-0.2	1338	i	35	-0.47	-0.2	-0.31	0.97
Nc1ccc2oc(=O)c3ccccc3c2c1	0.5%	45%	3.9	2.7	3.8	.	.	0.86	1517	.	.	-0.6	1327	i	38	-0.56	-0.22	0.017	0.33
O=C(CSc1nc2ccc([N+](=O)[O-])cc2[nH]1)c1ccc2ccccc2c1	-2.2%	-1%	1.1	1.5	1.6	.	.	.	.	i	-10	.	.	i	19	0.91	-0.11	0.27	-1.4
Cc1ccc(Cn2c(CN3CCN(C(=O)c4ccco4)CC3)nc3c2c(=O)n(C)c(=O)n3C)cc1	-0.4%	-12%	4.4	2.1	20	.	.	0.36	1151	i	80	.	.	i	35	4.8	0.18	4.5	-3.6
O=[N+]([O-])c1ccccc1CNC1CCCc2ccccc21 (stereo unspecified)	.	-9%	3.1	2.1	6.9	5	655	-0.32	1334	i	18	2.1	1149	i	46	-0.56	-0.28	-0.33	0.38
Cc1cc(C)c2c(-n3cccc3)c(C(=O)O)sc2n1	0.1%	-3%	4.6	2.6	4.1	-17	673	.	.	i	12	-9.1	1245	i	12	0.23	-0.4	0.28	-0.23
O=C(CC1NC2CCCCC2NC1=O)Nc1cccc(C(F)(F)F)c1 (stereo unspecified)	-1.2%	-3%	2.6	2.5	7.6	0	727	-0.19	1308	i	2	1.5	1196	i	4	0.52	-0.27	0.94	0.24
O=[N+]([O-])c1ccc(/C=N/NC(=S)Nc2ccccc2C(F)(F)F)o1	-0.6%	9%	4.8	1.6	9.9	-4	583	-0.01	1508	i	32	-0.2	1120	i	50	0.0086	-0.21	0.059	-0.53
Cc1c(C(=O)Oc2ccc(Cl)cc2)n(C)oc1=O	.	-2%	.	.	.	-4	696	.	.	.	.	-4.8	1093	i	18	-0.81	-0.23	-0.64	0.95
NCCCn1cnc2ccccc21	0.1%	3%	2.1	1.6	5.9	0	748	.	.	i	4	0.3	561	i	7	-0.082	-0.26	-0.00079	0.23
COc1ccc(N(CC(=O)Nc2ccccc2C)S(=O)(=O)c2c(C)[nH]c(=O)[nH]c2=O)cc1	.	-10%	.	.	.	-9	712	0.74	954	.	.	-1.6	1282	i	21	0.053	-0.23	0.53	0.54
CC1=NN(c2ccccc2)C(=O)/C1=C\c1cn(-c2ccccc2)nc1C	-2.3%	7%	2.8	1.2	2.6	6	642	.	.	i	26	-1.9	908	i	48	-0.76	-0.2	-0.62	0.33
Other structures:
SMILES	ER stress rescue	Salmonella PhoP GFP	MT stabilize HCS	MT stabilize HCS Hoechst-high %	MT stabilize HCS cytotoxicity %	Lipid droplet	Lipid droplet cells 6.5 µM	Insulin prom up	Insulin prom up cell count	Autophagy HCS	Autophagy HCS cell loss 18 h	bCat nuc transl	bCat nuc transl cell count 5 µM	T cell modulator	T cell modulator vesicle-bound %	Dynein transport	Dynein transport cytoplasmic EGFP	Dynein transport nuclear GR-EGFP	Dynein transport cell count
O=C(CSc1ccncc1)Nc1ccc(S(=O)(=O)Nc2nccs2)cc1	-2.4%	-3%	5.8	3.0	7.6	-6	752	0.58	1384	i	2	-0.6	1491	i	19	0.87	-0.22	1.1	-0.84
O=C(Nc1ccc(Cl)cn1)C1CCCN1S(=O)(=O)c1ccc(Cl)cc1 (stereo unspecified)	-1.1%	6%	2.7	1.4	7.6	.	.	-0.02	1315	i	-1	-6.3	871	i	20	-0.67	-0.28	-0.37	0.3
CCOc1cc(C(=O)NCCN2C(=O)S/C(=C\c3cccnc3)C2=O)cc(OCC)c1OCC	-1.6%	-8%	2.7	2.1	1.1	-14	679	0.32	1341	i	-11	1.1	554	i	59	-0.47	-0.2	-0.34	1.1
O=C(Nc1ccc(NC(=O)c2ccco2)c(Cl)c1)c1cccc([N+](=O)[O-])c1	0.0%	-5%	2.6	2.2	4.9	-3	678	1.4	1250	i	-2	-0.7	1076	i	27	-0.34	-0.36	-0.15	0.43
CC(=O)c1ccc(NC(=O)C(C)NCc2ccccc2Cl)cc1 (stereo unspecified)	-11%	-2%	2.7	1.5	5.9	-3	717	0.12	1247	i	3	-0.8	1103	i	51	0.44	-0.22	0.24	0.38
CC(=O)Nc1nc(SCc2ccc(Cl)cc2Cl)n[nH]1	2.1%	12%	3.8	2.0	5.8	.	.	-0.43	1547	i	-29	1.4	788	i	32	0.84	-0.21	0.74	0.33
Cc1cc(O)c(C(C)C)cc1NC(=O)Cn1nc(C)c2ccccc2c1=O	-1.2%	-2%	2.0	2.4	0.8	1	738	0.02	1279	i	-3	.	.	i	60	0.62	-0.21	0.47	0.057

Structures above that contain bromine:
SMILES	ER stress rescue	Salmonella PhoP GFP	MT stabilize HCS	MT stabilize HCS Hoechst-high %	MT stabilize HCS cytotoxicity %	Lipid droplet	Lipid droplet cells 6.5 µM	Insulin prom up	Insulin prom up cell count	Autophagy HCS	Autophagy HCS cell loss 18 h	bCat nuc transl	bCat nuc transl cell count 5 µM	T cell modulator	T cell modulator vesicle-bound %	Dynein transport	Dynein transport cytoplasmic EGFP	Dynein transport nuclear GR-EGFP	Dynein transport cell count
Cc1ccc(-c2nnc(-c3ccc(Br)cc3)o2)o1	-2.8%	1%	1.1	1.3	7.0	2	662	-0.14	1720	i	11	-0.9	1056	i	43	-0.73	-0.22	-0.16	-0.092
C/C(CC(=O)Nc1cc(Cl)ccc1Cl)=N\NC(=O)c1ccccc1Br	.	5%	2.8	1.3	8.4	-2	587	0.2	1341	i	-16	-2.0	1087	i	34	1.1	-0.22	0.45	-0.012

Screens: PubChem BioAssay, several laboratories
